# Wnt act: activates Wnt/beta-catenin signaling in a reporter cell assay. activator, plate reader. activation, % at 9.35 µM. 1.2% of 300,000 active. AID 743398; in the data active = activation above about 30%, passing the limit was not always enough; inconclusive = no clear call, values can overlap the other calls;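 also: 0% = neutral control wells and 100% = positive control wells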
# SR-BI DiI-HDL act: enhances SR-BI lipid uptake from DiI-HDL | CHO ldlA[mSR-BI] cells, DiI-HDL uptake fluorescence, 3 h; 100 = double the neutral-control signal | activation, % at 12.5 µM | 0.096% of 320,000 active;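 active = mean replicate activation of at least 60% and every replicate at or above 60%; inconclusive = mean or all-replicate condition met, but not both; inactive = mean below 60% and not all replicates reaching 60%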;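 also: 0% = median plate neutral-control signal and 100% = twice that signal; values of inactives mirror those of a sister screen read the other way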
#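 Assay system: CHO ldlA[mSR-BI] cells, LDL receptor-null, SR-BI overexpressing; medium: Ham's F12 with 0.5% BSA, HEPES 25 mM, pH 7.4; also added: DiI-HDL 10 µg/mL; timing: 3 h uptake period with compound, 37 °C; signal: DiI fluorescence, bottom read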
# phage Ecoli inh: E. coli growth loss with phage present | growth absorbance | AID 651602 | 0.26% of 360,000 active | inhibition, % at 11.9 µM; in the data active = inhibition above about 11%
# Ecoli viability: counter-screen for AddAB inhibitors: E. coli growth inhibition. E. coli V3065 growth, OD600 absorbance, 18 h. inhibition, % at 11.9 µM. 0.27% of 330,000 active. AID 449728;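 active = inhibition above the campaign's mean inhibition across all tested compounds plus 3 SD, cut at about 9.9% in these data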;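 also: uninfected addAB+ strain grown without phage in ampicillin broth; 0% = DMSO wells and 100% = ciprofloxacin 0.95 µg/ml wells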
# MITF TRPM1 HTS: activators of MITF-driven TRPM1 promoter activity in SK-MEL-5 cells | AID 588334 | activation, % at 12.5 µM | SK-MEL-5 TRPM1-promoter luciferase, 24 h; % of positive control, neutral wells = 0 | 0.75% of 300,000 active;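 active = mean activation of at least 80% with every replicate also reaching 80%; inconclusive = mean reaches 80% but some replicate falls short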;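 also: 0% = neutral control wells and 100% = parthenolide positive control wells; values of inactives mirror those of a sister screen read the other way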
# CAL PDZ FP-1: blocks peptide binding to human CAL PDZ domain. Q9HD26. purified CAL PDZ, TMR-peptide fluorescence polarization, 1 h. inhibition, % at 20 µM. 0.02% of 330,000 active. AID 504414;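 active = highest replicate inhibition of at least 40%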;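 also: plate controls were DMSO neutral control wells for no effect and unlabeled competitor peptide control wells for full effect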
#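 Assay system – tagged CAL PDZ protein CerCALP, purified · Timing – 1 h at RT · Compound – single point, 20 µM · Measured by – fluorescence polarization from S- and P-plane intensities, G-factor corrected · Evaluation – inhibition from polarization loss · Probe or stimulus – TMR reporter peptide T*-PRC34 · Buffer or medium – pH 7.4 phosphate-saline buffer, reducing agent, detergent, IgG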
# AddAB inh: less growth of phage-infected E. coli with AddAB. E. coli expressing H. pylori AddAB, absorbance growth. inhibition, % at 11.9 µM. 0.29% of 330,000 active. AID 435030; in the data active = inhibition above about 12%;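 also: 0% = vehicle wells of infected cells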
# Tat transport: blocks Tat-dependent protein export in E. coli. E. coli MC4100 TorA-mCherry Tat export, fluorescence. inhibition, % at 10 µM. 0.036% of 340,000 active. AID 488895;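 active = mean replicate inhibition at least 50% and at least half of replicates individually reaching 50%; inconclusive = only one of the two criteria met; inactive = neither criterion met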;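 also: exported cargo escapes ClpAP degradation while cytoplasmic cargo is degraded and loses fluorescence; 0% = median of neutral control wells and 100% = median of NaSCN control wells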
# SR-BI HDL uptake: inhibitors of mouse SR-BI mediated HDL lipid uptake; Q61009; ldlA[mSR-BI] CHO cells, DiI-HDL uptake fluorescence, 3 h; inhibition, % at 12.5 µM; 0.96% of 320,000 active; AID 488896;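 active = mean replicate inhibition of at least 70% and a set share of replicates each scoring 70 or more; inconclusive = meets just one of the two criteria; inactive = fails both criteria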;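 also: 0% = median of neutral control wells and 100% = median of positive control wells; values of inactives mirror those of a sister screen read the other way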
# Target sequence (Q61009 whole entry, looked up): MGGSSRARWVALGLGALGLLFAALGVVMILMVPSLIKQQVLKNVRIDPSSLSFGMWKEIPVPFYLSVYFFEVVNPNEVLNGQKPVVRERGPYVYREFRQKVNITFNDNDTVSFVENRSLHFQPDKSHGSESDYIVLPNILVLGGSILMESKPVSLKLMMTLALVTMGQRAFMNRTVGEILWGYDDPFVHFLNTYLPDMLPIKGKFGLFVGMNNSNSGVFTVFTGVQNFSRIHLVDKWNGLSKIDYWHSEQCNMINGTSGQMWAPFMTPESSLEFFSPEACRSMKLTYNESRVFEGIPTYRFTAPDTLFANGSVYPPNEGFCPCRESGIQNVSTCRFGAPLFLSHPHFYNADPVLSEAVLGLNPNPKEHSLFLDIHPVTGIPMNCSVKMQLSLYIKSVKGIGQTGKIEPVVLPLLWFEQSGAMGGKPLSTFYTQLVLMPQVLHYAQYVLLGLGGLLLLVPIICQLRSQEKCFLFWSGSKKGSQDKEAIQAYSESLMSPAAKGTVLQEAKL
# CAL PDZ FP-2: blocks peptide binding to the human CAL PDZ domain | AID 602252 | 0.92% of 300,000 active | purified CAL PDZ, TMR-peptide fluorescence polarization, 1 h | Q9HD26 | inhibition, % at 24.9 µM;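 active = mean inhibition of at least 30% with at least half of replicates also reaching 30%; inconclusive = no clear call, values can overlap the other calls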;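 also: 0% = DMSO neutral control and 100% = excess unlabeled competitor peptide PRC23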
# Starred values were filed as active, the others as inactive; u = inconclusive; x = no result given.
# Each structure is followed by: Wnt act	SR-BI DiI-HDL act	phage Ecoli inh	Ecoli viability	MITF TRPM1 HTS	CAL PDZ FP-1	AddAB inh	Tat transport	SR-BI HDL uptake	CAL PDZ FP-2
O=C(Nc1nc2ccccc2s1)c1ccc([N+](=O)[O-])o1
→ 20.5	6.6	2.8	6.5	-43.7	-0.4	5.2	-11.5	-6.6	-9.5
Cn1c(SCC(=O)Nc2ccc(F)cc2)nc2c([nH]c3ccccc32)c1=O
→ -6.1	x	3.3	-0.6	-37.3	-1.8	0.1	-4.4	x	x
CCn1cc(C(=O)O)c(=O)c2cnc(N3CCN(C(=S)Nc4ccccc4C(F)(F)F)CC3)nc21
→ 3.0	x	5.9	94.5*	-1.6	-1.3	98.0*	3.3	x	1.6
CC(=O)NCc1ccc(S(=O)(=O)N/N=C/c2ccccc2)cc1
→ 0.4	23.7	2.3	-1.1	-0.4	-3.6	2.3	-5.4	-23.7	-1.2
CC(=O)c1ccc(-n2c(C)c(C(C)=O)c3cc(O)ccc32)cc1
→ -1.5	-11.1	0.2	0.1	6.9	-0.4	0.2	-0.8	11.1	-1.2
N#Cc1ccc(Cl)cc1NC(=O)COC(=O)c1ccc(S(=O)(=O)N2CCCC2)cc1
→ 2.1	40.1	4.1	0.6	x	-2.0	3.0	-1.1	-40.1	4.0
Cc1ccc(S(=O)(=O)NC(=O)NCc2ccccn2)cc1
→ -2.1	4.2	3.0	0.1	-2.1	0.4	-0.5	1.8	-4.2	-5.2
COc1ccc(O)c(/C=N/NC(=O)c2ccc(CSc3nc(C)cc(C)n3)cc2)c1
→ -2.8	-125.3	11.1*	11.3*	-78.4	-1.8	15.7*	3.4	125.3*	-0.1
Cc1ccc(Nc2nc3ccccc3[nH]2)nc1
→ x	-1.0	1.0	1.6	x	0.2	1.3	1.1	1.0	-3.8
Cc1nc2sccn2c(=O)c1S(=O)(=O)Nc1ccc(N2CCN(S(C)(=O)=O)CC2)cc1
→ -2.8	11.9	1.9	-0.6	-16.0	-0.8	1.2	-4.4	-11.9	0.7
CCCC(=O)N1CC(=O)Nc2ccc(Br)cc2C1c1ccc(F)cc1 (stereo not drawn)
→ 0.3	7.8	1.4	-3.5	-5.5	0.3	-2.3	8.6	-7.8	-3.7
NS(=O)(=O)c1ccc(N=Nc2c(O)ccc3ccccc23)cc1
→ 4.0	-1.8	1.6	1.4	-10.3	-0.3	1.7	-0.9	1.8	2.4
O=C(O)c1ccc(CNCc2cccc(Cl)c2Cl)cc1
→ x	29.6	-0.8	-2.7	10.7	-1.3	3.5	-14.2	-29.6	2.1
O=C(CNC(=O)c1cccc(F)c1)OCCOc1cccc(Cl)c1
→ 0.1	-6.7	2.0	-0.5	2.2	-2.6	1.8	-4.9	6.7	-5.8
Cc1ccc(C(=O)Nc2ccccc2C(=O)O)cc1S(=O)(=O)Nc1ccc(Br)cc1
→ -0.2	x	-0.8	2.1	x	-2.0	1.4	-3.5	x	-1.2
O=C(CSc1n[nH]c(-c2ccc(Br)cc2)n1)N1CCOCC1
→ 2.2	6.7	0.3	-0.3	-8.1	0.2	2.6	18.4	-6.7	x
Cc1cc(Cl)c(S(=O)(=O)N(C)C)cc1OCC(N)=O
→ x	40.5	2.7	-0.1	-6.3	x	-1.4	-1.7	-40.5	3.4
CCc1ccc(N2CC(C(=O)OCC(=O)Nc3ccc([N+](=O)[O-])cc3)CC2=O)cc1 (stereo not drawn)
→ -2.0	3.7	1.1	-1.4	-3.6	-0.9	0.9	-4.1	-3.7	x
CCOc1ncccc1C(=O)Nc1ccccc1N1CCOCC1
→ -3.4	-18.5	4.7	-0.7	-6.8	-1.0	0.1	-1.5	18.5	-3.3
CCN1C(=S)N[C@@H](c2ccccc2)C(C(=O)OC)=C1C
→ -0.6	-3.1	1.0	-2.6	-0.3	0.3	2.9	-3.3	3.1	-3.7
CCOc1ccc(CNC23CN4CN(CN(C4)C2)C3)cc1
→ 1.5	-0.5	3.7	1.1	-9.2	-0.2	2.5	-8.4	0.5	6.1
O=[N+]([O-])c1cc(C(F)(F)F)ccc1-n1nnc2ccccc21
→ -2.3	-6.8	3.1	0.3	-6.1	-0.8	-0.3	-5.3	6.8	-7.8
COc1ccc(N(C)S(=O)(=O)c2cccc(C(=O)Nc3ccc(-n4cnnn4)cc3)c2)cc1
→ -7.2	-65.0	2.9	0.4	-4.4	-4.7	-2.9	25.3	65.0	-9.2
COc1ccc2[nH]c3c(=O)n(CCc4ccccc4)cnc3c2c1
→ 36.8*	x	-4.3	-2.1	63.1	-0.2	-2.6	-7.5	x	-4.4
O=C(Oc1c(CN2CCOCC2)cc(Cl)c2cccnc12)c1ccc(F)cc1
→ x	10.3	0.8	-4.0	-62.8	22.5	-7.7	0.4	-10.3	x
CC(=O)Nc1ccc(C2Nc3ccccc3C(=O)N2C2CCCCC2)cc1 (stereo not drawn)
→ x	-2.8	2.3	1.3	x	-1.8	0.5	-3.3	2.8	-2.4
O=c1cc(NS(=O)(=O)c2ccccc2)nc(SCc2ccc(Cl)cc2)[nH]1
→ -3.1	-1.4	0.4	-0.3	-9.5	-0.9	2.3	-2.7	1.4	x
COc1ccc(-c2cn3nc(SCC(=O)NC4CCCCC4)ccc3n2)cc1
→ u	-6.2	-0.2	-0.1	32.5	-1.9	1.7	-9.6	6.2	0.2
CSc1ccc(/C=C/C(=O)N2CCCN(C)CC2)cc1
→ -1.5	11.3	3.4	-1.9	42.7	-0.4	-3.9	-2.9	-11.3	x
Cc1nc2ccc(Cl)cn2c1C(=O)NN
→ -15.2	19.8	1.8	-0.6	-3.1	0.0	-1.6	3.3	-19.8	-4.4
Fc1ccccc1Cc1ccc(Cl)nn1
→ -0.9	19.6	2.4	-1.4	-11.0	-2.0	0.2	-1.1	-19.6	-0.5
Cc1ccc(CNC(=O)c2ccc[nH]2)cc1
→ -1.7	6.8	2.1	0.7	-4.0	-3.1	3.9	9.9	-6.8	-3.2
CCCN(CCC)CC(=O)Nc1cccc2c1OCO2
→ x	6.8	2.5	0.2	13.8	0.1	0.5	4.3	-6.8	-1.8
Cc1ccc2c(cnn2C(=O)CCC(=O)N2CCCCC2C)c1 (stereo not drawn)
→ 3.9	0.9	2.4	1.2	x	-1.3	-2.9	-7.0	-0.9	x
COc1ccc(N(C(=O)c2cccnc2)S(=O)(=O)c2ccccc2)cc1
→ -1.4	0.1	4.0	-2.4	-5.8	0.8	3.1	-1.0	-0.1	1.1
O=C(NNC(=S)NC(=O)c1cccc([N+](=O)[O-])c1)c1ccc(O)cc1
→ 1.5	-7.3	-1.4	-0.3	6.2	-1.8	2.6	-12.7	7.3	-0.6
CCOC(=O)C1(CC2CCCCO2)CCN(C(=O)Nc2ccc(SC)cc2)CC1 (stereo not drawn)
→ 5.2	-46.5	5.8	-1.8	9.1	-1.4	-1.9	-5.2	46.5	-1.2
COc1n[nH]c(C(=O)Nc2cc(F)ccc2C)c1[N+](=O)[O-]
→ x	26.2	4.8	-0.4	7.1	-0.2	1.4	2.2	-26.2	-0.1
Cc1ccc2c(c1)c1c3n2CCN(CC#N)C3CCC1 (stereo not drawn)
→ -0.2	-15.1	0.9	-1.1	7.7	-11.0	1.4	2.7	15.1	-2.2
CC(C)(C)C(=O)OC/C(N)=N/OC(=O)c1ccc(Cl)c(Cl)c1
→ -2.1	24.2	6.4	0.8	-1.3	-1.5	0.6	9.9	-24.2	x
COc1ccc(NC(=O)NCCCCc2ccccc2)cc1OC
→ -1.3	-8.4	4.1	0.5	-13.4	-1.1	4.8	7.7	8.4	-3.1
CCOC(=O)CN(C(=O)CSc1nnc(C)n1-c1ccccc1)c1cccc([N+](=O)[O-])c1
→ x	28.6	0.4	0.1	0.7	-0.8	1.3	-0.7	-28.6	-6.6
COc1ccc(NC(=O)CN2CCC(NC(=O)c3ccc(OC)cc3)CC2)cc1
→ -0.6	-41.9	-1.0	-2.5	-1.6	-1.0	1.2	2.3	41.9	x
CC(C)(C)c1ccc(OCCCC(=O)NC2=NCCS2)cc1
→ 1.5	-9.6	0.0	-1.2	x	-1.3	-1.4	3.6	9.6	x
C/C=C/C(=O)Nc1nnc(C(C)C)s1
→ -1.6	-59.4	3.0	-0.8	x	0.2	2.7	4.1	59.4	x
Cc1ccc(/C=C/C2=NN(C)C(=O)CC2)cc1
→ 15.1	6.8	2.6	1.9	62.8	-0.1	2.3	-2.6	-6.8	-2.2
CC(=O)OCC1=C(C(=O)O)N2C(=O)C(NC(=O)c3ccc(COc4cccc(Cl)c4Cl)o3)C2SC1 (stereo not drawn)
→ -0.6	-11.5	3.0	-1.0	-6.5	-2.6	0.0	0.7	11.5	-6.7
O=C(C1=C[C@@H](c2ccc(C(F)(F)F)cc2)C[C@@H](OCCCCO)O1)N1CCN(Cc2ccc3c(c2)OCO3)CC1
→ x	-4.6	x	-0.9	24.7	0.0	-1.3	5.9	4.6	0.5
Cc1ccc(S(=O)(=O)Nc2nc3n(n2)C(c2ccc(Cl)cc2)CC(=O)N3)cc1 (stereo not drawn)
→ x	14.2	2.5	1.4	-5.2	-0.2	-0.6	1.8	-14.2	-3.4
CCCCN(C)C(=O)C1CCN(Cc2cccnc2)CC1
→ 0.7	37.9	2.4	0.4	x	-1.7	1.0	-12.5	-37.9	-9.7
CC1CC(C)CN(S(=O)(=O)N2CCC(C(=O)NCCC3=CCCCC3)CC2)C1 (stereo not drawn)
→ 0.2	3.0	2.7	3.3	14.2	-2.5	3.6	15.4	-3.0	-1.7
O=C1N/C(=C/c2ccco2)C(=O)N1Cc1ccccc1F
→ x	2.4	3.3	-1.8	15.0	-0.1	0.9	-2.0	-2.4	0.3
Cc1cc(/C=N/n2cnnc2)c(C)n1-c1ccc(C(=O)O)cc1
→ x	-1.4	3.6	-1.3	x	0.2	2.1	-6.8	1.4	-3.8
CCn1nnnc1-c1ccc(OC)c(S(=O)(=O)N2CCCCC2)c1
→ -2.3	7.4	1.6	0.3	x	-0.2	0.8	8.8	-7.4	-1.7
O=C(NC(CCl)c1ccccc1)c1ccc(Cl)cc1 (stereo not drawn)
→ -0.6	11.1	2.5	1.0	7.5	-0.6	5.6	-3.9	-11.2	-2.6
Cn1ncc2c(=O)n(CC(=O)NC34CC5CC(CC(C5)C3)C4)cnc21
→ x	25.0	6.2	0.3	-5.2	0.7	3.2	1.1	-25.0	-1.5

# Screening results as filed in PubChem.
